# Screens (PubChem)
# HSF1 inh – HSF1 inhibitors in luciferase reporter cells, primary screen, cell-based, NIH3T3, luminescence; NIH3T3-HGL HSE-luciferase, MG132-induced, luminescence 8 h; stronger effect = lower value; activity change, negative = inhibition, % at 7.5 µM (by protocol); 0.77% of 300,000 active;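 active means more than half of replicate wells show activity change below -50%, luminescence cut by over half; inconclusive means some wells, but at most half, below -50%; inactive means no replicate well below -50%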;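 further: luciferase reports HSF-1 transcriptional activity via heat shock element; 0% = median of DMSO wells and -100% = zero luminescence signal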
# GSK3beta inhib – human GSK3beta kinase inhibitors, primary screen, biochemical, cell-free homogeneous, HTS; Glycogen synthase kinase-3 beta (Homo sapiens), P49841; GST-GSK3beta kinase, ADP-Glo luminescence, 60 min; stronger effect = lower value; activity score (negative = inhibition), % at 10 µM; 0.038% of 300,000 active;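 active means more than half of replicate wells score below -50%, meaning over 50% inhibition versus plate controls; inconclusive means some replicates but at most half score below -50%; inactive means no replicate scores below -50%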;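 further: 0% = median DMSO wells and -100% = median GW8510 positive control wells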
# Target sequence (P49841 whole entry, looked up): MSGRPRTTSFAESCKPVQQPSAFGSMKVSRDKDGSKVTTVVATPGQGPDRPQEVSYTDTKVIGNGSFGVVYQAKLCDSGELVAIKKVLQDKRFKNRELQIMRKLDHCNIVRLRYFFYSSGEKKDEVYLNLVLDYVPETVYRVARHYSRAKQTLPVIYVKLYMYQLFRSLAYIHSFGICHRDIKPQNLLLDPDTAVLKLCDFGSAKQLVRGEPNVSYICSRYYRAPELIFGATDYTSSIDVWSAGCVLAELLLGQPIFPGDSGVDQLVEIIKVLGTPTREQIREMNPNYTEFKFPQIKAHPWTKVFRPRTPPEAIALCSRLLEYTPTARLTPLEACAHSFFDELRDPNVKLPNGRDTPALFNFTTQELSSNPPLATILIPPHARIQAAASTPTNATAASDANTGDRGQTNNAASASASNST
#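 Test system: GST-fused GSK3beta enzyme, cell-free | Quantity: 1.6 ng GST-GSK3beta enzyme per well | Reagent: 25 µM ATP with peptide substrate | Schedule: 60 min enzyme reaction, room temperature | Signal: Luminescent ADP-Glo measurement of ADP formed | Read-out basis: Score relative to plate controls | Control set: DMSO and 20 µM GW8510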
# HSP90 inh – HSP90 inhibitors, primary screen, cell lysate, luminescence; Heat shock protein HSP 90 (rabbit reticulocyte lysate; luciferase refolding); Rabbit reticulocyte lysate, luciferase refolding luminescence, 3 h; inhibition, % at 5.6 µM; 0.91% of 290,000 active;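 active means inhibition above the screen-wide mean plus 3 SD, computed separately per campaign, cut at about 16% in these data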;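 further: 0% = DMSO wells and 100% = 60 µM geldanamycin wells; inhibitors lower the luminescence because luciferase stays unfolded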
# aSyn UTR inh – MLPCN primary screen, SNCA 5' untranslated region. alpha-synuclein 5'UTR reporter, inhibitor activity. inhibition, % (tested at 7.5 µM). 0.82% of 300,000 active. AID 1813, 2009; in the data active means inhibition above about 60%; inconclusive means no clear call, values can overlap the other calls;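 further: H4 neuroglioblastoma cells stably carrying SNCA 5'UTR luciferase fusion; 0% = DMSO wells and 100% = positive control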
# HSF1 activator – HSF-1 activators, primary screen, NIH3T3-HGL cells, MG132 stress, luminescence, single point. NIH3T3-HGL HSF-1 luciferase reporter, 8 h; 100% = twice DMSO control signal. activation, % at 9 µM. AID 504408, 2011. 1.7% of 300,000 active;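 active means mean replicate activation of at least 50% with a set share of replicates each reaching 50%; inconclusive means only one of those two conditions met; inactive means mean below 50% and too few replicates reaching it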;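 further: 0% = median of the neutral control wells and 100% = twice that signal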
# PolyA inhibitor – polyadenylation inhibitors in yeast reporter cells, primary screen, luminescence, S. cerevisiae; S. cerevisiae SKY197-pL101 polyadenylation reporter, beta-gal luminescence; efflux-impaired pdr1/pdr3 knockout yeast; score 100 = 6 SD above DMSO; calls only at 12 µM; 0.02% of 300,000 active; AID 1875, 2009;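 active means lowest replicate activity score at least 50, where 100 means six control SD above control mean; inconclusive means lowest score under 50 but half or more replicates reach 50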;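 further: yeast exposed to compound for 9 h at 30 °C; higher score means more reporter readthrough which indicates perturbed polyadenylation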
# KLF5 inhibitor – KLF5 expression inhibitors, primary screen, DLD-1 cells, luminescence | DLD-1 KLF5 promoter-luciferase reporter | inhibition, % at 5 µM | 0.23% of 290,000 active;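 active means inhibition above a per-plate limit of that plate's mean compound inhibition plus 3 SD, cut at about 60% in these data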;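 further: 0% = DMSO wells and 100% = LY294002 at 200 µM; higher means less KLF5 promoter-driven luciferase light; inactives centre near -14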
# GSK3A inh – blockers of GSK3A enzyme activity – biochemical, luminescence, cell-free homogeneous, HTS, primary screen; GSK-3 alpha kinase, ADP-Glo luminescence, 60 min; 0.1% of 320,000 active; Glycogen synthase kinase-3 alpha (Homo sapiens), P49840; inhibition, % at 10 µM;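 in the data active means inhibition above about 50%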;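 further: GST-tagged GSK-3 alpha with peptide substrate and 25 µM ATP; 0% = DMSO neutral wells and 100% = GW8510 positive control wells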
# Target sequence (P49840 whole entry, looked up): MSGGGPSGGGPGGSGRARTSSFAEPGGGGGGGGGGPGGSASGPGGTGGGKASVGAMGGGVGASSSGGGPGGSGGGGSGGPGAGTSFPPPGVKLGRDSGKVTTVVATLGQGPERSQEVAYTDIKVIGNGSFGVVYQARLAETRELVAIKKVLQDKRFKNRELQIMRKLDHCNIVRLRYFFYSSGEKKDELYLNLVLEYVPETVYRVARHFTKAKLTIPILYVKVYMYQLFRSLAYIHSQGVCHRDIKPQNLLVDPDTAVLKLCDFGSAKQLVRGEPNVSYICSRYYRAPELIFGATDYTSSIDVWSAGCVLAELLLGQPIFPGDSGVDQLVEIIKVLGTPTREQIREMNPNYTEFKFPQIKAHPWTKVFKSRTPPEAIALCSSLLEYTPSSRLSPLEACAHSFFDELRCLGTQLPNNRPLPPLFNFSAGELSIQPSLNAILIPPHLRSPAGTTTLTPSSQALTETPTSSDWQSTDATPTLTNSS
# AI-2 QS mod – Vibrio harveyi AI-2 quorum sensing modulators, primary screen, JMH597 strain, luminescence/OD600 ratio | 0.4% of 300,000 active | Vibrio harveyi JMH597 AI-2 luminescence/OD600 ratio, 9 h; stronger effect = lower value; strain lacks LuxN and CqsS sensors; 0 = neutral-control median | activity change, % at 7.5 µM; in the data active means activity change below about -75%, passing the limit was not always enough; inconclusive means no clear call, values can overlap the other calls;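 further: luminescence divided by OD600 gain over 9 h not by final OD600 alone; inactives centre near 13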
# IEC-6 tox – cytotoxicity in IEC-6 intestinal epithelial cells, primary screen, cytotoxicity control for KLF5 inhibitor project, cell-based, luminescence. inhibition, % at 5 µM. IEC-6 cytotoxicity, luminescence viability. 0.78% of 290,000 active. AID 1825, 2009; in the data active means inhibition above about 22%;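 further: 0% = plate median of test compound wells and 100% = cytotoxic reference compound wells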
# The depositor's hits bear a star; i = inactive; ? = inconclusive; / = not tested or not shown.
SMILES,HSF1 inh,GSK3beta inhib,HSP90 inh,aSyn UTR inh,HSF1 activator,PolyA inhibitor,KLF5 inhibitor,GSK3A inh,AI-2 QS mod,IEC-6 tox
O=C(O)c1cccc(S(=O)(=O)Nc2ccc3oc(=O)sc3c2)c1,-6,-1,4,9,-5,i,-29,-2,11,-3
O=C(CCNC(=O)c1ccc([N+](=O)[O-])cc1)N/N=C/c1ccc(F)cc1,2,1,-1,9,5,i,-26,1,14,3
OC(COc1c(F)cc(Br)cc1F)CN1CCN(c2ccc(F)cc2)CC1 (stereo unspecified),-87*,4,-1,8,-90,i,7,-2,4,-10
COc1cccc(NC(=O)c2cc(Cl)nnc2Cl)c1,3,3,-3,-30,15,i,16,0,32,6
CCN(CC)C(=O)N1CCN(C)CC1,-2,1,2,14,-17,i,-54,-4,21,-1
O=C(Oc1ccc2c(c1)O/C(=C\c1ccncc1)C2=O)c1cccs1,-1,-23,1,-2,2,i,-15,-4,30,-1
COc1cccc(-c2nc(CS(=O)(=O)CC(=O)N3CCc4ccccc43)c(C)o2)c1,5,1,0,3,6,i,-26,3,36,-4
C=CCN(c1ccccc1)S(=O)(=O)c1ccc2c(c1)NC(=O)C(C)S2 (stereo unspecified),4,2,3,0,22,i,-3,2,8,6
Cc1cc(=O)oc2cc(OCCSCCN3CCCCC3)ccc12,-3,0,2,-23,-5,i,-7,1,2,3
CC(C)Cc1nnc(NC(=O)c2ccc([N+](=O)[O-])cc2)s1,16,-18,0,-95,16,i,-33,/,21,3
CC1=C(C(=O)Nc2ccc(C)cc2C)C(c2cccc(Cl)c2)n2nc(C(=O)OC(C)C)nc2N1 (stereo unspecified),2,3,4,-16,-2,i,14,3,4,0
Cc1ccc(Cl)cc1NC(=O)COC(=O)CC(C)(C)C,-4,-1,3,-1,-9,i,12,-7,11,0
COc1ccc(NC(=O)c2cn3c(nc4ccccc43)c(C#N)c2C)cc1,2,-1,0,7,-21,i,-9,1,-4,4
CCOC(=O)c1ccc(-c2ccc(/C=C(\C#N)C(=O)NCc3cccs3)o2)cc1,/,/,1,/,/,/,-7,-1,/,4
C/C(=N\N1CCN(c2ccccc2)CC1)c1ccco1,-1,-3,3,-8,-6,i,-31,0,24,0

# One compound at a time (already shown). Values in the order: HSF1 inh, GSK3beta inhib, HSP90 inh, aSyn UTR inh, HSF1 activator, PolyA inhibitor, KLF5 inhibitor, GSK3A inh, AI-2 QS mod, IEC-6 tox
# O=C(Oc1ccc2c(c1)O/C(=C\c1ccncc1)C2=O)c1cccs1 across the screens: -1, -23, 1, -2, 2, i, -15, -4, 30, -1
# C/C(=N\N1CCN(c2ccccc2)CC1)c1ccco1 across the screens: -1, -3, 3, -8, -6, i, -31, 0, 24, 0

# (further entries)
SMILES,HSF1 inh,GSK3beta inhib,HSP90 inh,aSyn UTR inh,HSF1 activator,PolyA inhibitor,KLF5 inhibitor,GSK3A inh,AI-2 QS mod,IEC-6 tox
O=C1C2C(C(=O)N1/N=C/c1cc([N+](=O)[O-])ccc1O)C1C=CC2C12CC2 (stereo unspecified),-1,-5,-1,19,18,i,-42,0,13,1
Cc1cc(C(=O)Nc2cccc(-c3ccc(N4CCOCC4)nn3)c2)ccc1[N+](=O)[O-],11,0,/,-110,17,i,/,2,5,/
Cc1sc2nc(CN3CCOCC3)nc(NS(=O)(=O)c3ccccc3)c2c1C,3,1,-3,0,28,i,12,0,6,-4
Cc1cccc(C)c1NC(=O)COC(=O)CCc1ccc(S(=O)(=O)N2CCCCC2)cc1,-7,2,0,22,6,i,3,4,4,1
CC(=O)N1CCc2cc(S(=O)(=O)NC3CCCc4ccccc43)ccc21 (stereo unspecified),/,/,-2,/,/,/,-9,-3,/,2
O=C(Nc1ccccc1)/C(=C/c1cccc(Br)c1)NC(=O)c1ccco1,1,-1,-3,5,11,i,-8,0,29,3
O=C(Nc1cccnc1)/C(N=Nc1cccnc1)=C(\O)c1ccccc1,7,0,-1,-6,-5,i,-19,/,26,4
Cc1cccc(NN=C2c3ccccc3-c3ccccc32)c1,-4,2,2,-39,-8,i,12,-2,40,11
Cc1cc(N2C(=O)C3CCC(c4ccccc4)CC3C2=O)no1 (stereo unspecified),-1,-1,-1,-4,-9,i,-20,1,5,-2
COc1ccc(-c2c(C#N)c(SCC(=O)c3cc4ccccc4oc3=O)nc(C)c2C(=O)Nc2ccccc2)cc1,0,-4,-1,2,12,i,-27,-2,12,2
CCc1nc2c(cnn2-c2ccc(Cl)cc2)c(=O)n1-c1ccc2c(c1)OCCO2,1,0,-1,18,-11,i,-15,3,44,-4
C=CCOc1ccc(/C=C2\SC(=Nc3cccnc3)NC2=O)cc1,-3,2,-8,-12,-3,i,-14,-1,21,-7
Cc1ccc(CCNC(=O)C2CCC(=O)N2CCc2ccccc2)cc1 (stereo unspecified),3,4,0,1,12,i,-42,-1,11,-9
Cc1cc(C)n2c(SCC(=O)Nc3ncc(C(F)(F)F)cc3Cl)nnc2n1,14,/,-1,0,-2,i,-24,-1,/,-4
CN=C(Nc1cc(C)nn1-c1ccccc1)c1ccc(F)cc1,-7,-1,-3,5,1,i,-38,-2,15,-7
CCn1c(SCC(=O)O)nc2sc3c(c2c1=O)CCC3,-10,6,0,1,-12,i,3,-4,-4,2
O=C(OC[C@@H]1CCCN2CCCC[C@H]12)c1cc2ccccc2oc1=O,-1,2,3,-16,14,i,-14,-2,-4,1
O=C(COC(=O)/C=C/c1ccc2c(c1)OCO2)NC1CC1,/,0,-3,-13,/,i,-33,-2,8,-2
COc1ccc(OC)c(NC(=O)CCN2CCCC(C)C2)c1 (stereo unspecified),-8,-4,-1,4,-19,i,-34,-4,18,0
CCCCCCCCOC(=O)CCc1c(C)[nH]c(=S)[nH]c1=O,-16,0,-1,3,-19,i,0,-3,30,3
CC(C)c1cc(C(=O)Nc2cccnc2)no1,1,-3,4,-85,41,i,-126,-3,6,4
COc1cccc(C(=O)n2cnnc2N)c1OC,-8,0,-4,-1,-11,i,12,2,19,-4
Cc1ccc([N+](=O)[O-])c(NC2OC(CO)C(O)C2O)c1 (stereo unspecified),2,0,4,12,-1,i,18,-1,11,-2
CCCCNC(=O)c1ccc(S(=O)(=O)c2ccc(Cl)cc2)c(NC(C)=O)c1,-6,-4,3,10,8,i,-7,-1,25,-6
CC(C)n1c(SCC(=O)Nc2nc3c(s2)CCCC3)nc2c1c(=O)n(C)c(=O)n2C,3,-4,2,49,-4,i,4,1,35,1
Cn1c(/C=C/c2ccc([N+](=O)[O-])o2)nc2ccccc2c1=O,44,-2,1,98*,62*,i,-21,-1,-229*,6
CSc1nc(N(CCO)CCO)c2sc3nc(-c4ccco4)c4c(c3c2n1)CCC4,6,1,2,-7,24,i,-15,/,-1,-16
COc1ccccc1N1CCN(Cc2nc(-c3ccc(F)cc3)oc2C)CC1,-6,0,-3,-4,4,i,-17,/,24,3
CC(=O)N(CCC(c1ccccc1)c1ccco1)Cc1cccs1 (stereo unspecified),8,3,6,-21,10,i,-5,-1,11,3
CC(C)(C)c1ccc(OCc2ccc(C(=O)N/N=C/c3ccc(O)c(O)c3)cc2)cc1,-5,1,17*,13,-3,i,-64,-1,10,4
CCOc1ccc(-n2c(SCC(=O)Nc3nccs3)nc3c(c2=O)SCC3)cc1,-7,-2,-7,?,-13,i,-2,-1,-5,-3
O=C(COC(=O)c1ccccc1-n1cnnn1)c1ccc(F)cc1,-53*,/,/,-145,-57,i,/,-1,/,/
C[C@@H]1NC(=O)/C(=C\c2ccccc2Br)NC1=O,2,0,-7,11,13,i,-20,-3,-4,-1
CC1CCCCC1NC(=S)Nc1cccc(S(=O)(=O)N(C)C)c1 (stereo unspecified),0,-3,4,13,-9,i,-19,-3,15,-1
COc1cccc(CNCCc2c[nH]c3ccccc23)c1OCc1ccccc1F,-16,-3,4,11,-23,i,-28,6,28,4
O=C(Nc1ncc2c(n1)-c1ccccc1OC2)c1ccccc1Cl,-1,1,1,7,20,i,-24,-2,15,5
CC1CCC(NC(=O)Cn2c(=O)oc3cc(S(=O)(=O)N4CCCC4)ccc32)CC1 (stereo unspecified),-3,2,6,14,14,i,-18,1,12,-1
CC(=O)N1c2ccccc2C(=O)C1N1CCCCC1 (stereo unspecified),0,3,-4,5,15,i,-14,-1,18,-8
CNc1nc(Sc2ccc(C)cc2)cc(C(F)(F)F)n1,3,2,2,22,3,i,-34,-2,3,2
O=C1CN(C(=O)c2ccc(F)cc2)c2ccccc2N1,-1,-2,-2,18,-9,i,-16,9,4,5
CCCCCCCNc1cccc(C)c1,-6,1,5,-25,-9,i,-20,-4,16,-4
CCCc1nc2c(s1)CCc1onc(-c3cccc([N+](=O)[O-])c3)c1-2,-6,-2,/,18,-4,i,/,-1,15,/
OCCNCCCCCOc1ccc(F)cc1,-2,-1,4,27,-8,i,0,-2,16,9
CCCCn1nnc(NC(=S)NC(=O)c2ccc(OCC)c([N+](=O)[O-])c2)n1,6,3,-1,4,24,i,-5,-2,39,3
O=C(CSc1ccc(/C=N/NC(=O)c2cccc(F)c2)o1)Nc1ccccc1,15,-1,1,-11,24,i,-5,-2,12,8
CCOC(=O)C1=c2s/c(=C\c3cccnc3)c(=O)n2C(N)=C(C(=O)OC)C1c1cccnc1 (stereo unspecified),-3,3,-1,23,-20,i,-45,1,12,-1
COc1cc(-c2nc(-c3ccccc3)c(-c3cccs3)[nH]2)cc(OC)c1OC,20,-2,1,10,27,i,-25,/,25,-2
CCOc1ccccc1NC(=O)CCS(=O)(=O)c1ccc2c(c1)CCN2C(C)=O,1,4,-3,4,-4,i,-18,8,17,-6
COc1ccc(NC(=O)CSCC(=O)Nc2nnc(C)s2)cc1,-6,-4,/,7,1,i,/,-3,11,/
CCOC(=O)C1CCN(C(=O)Nc2ccccc2Cl)CC1,-7,-2,0,-5,-3,i,-4,1,24,-3
NS(=O)(=O)c1cccc(NC(=O)c2cc(=O)c3ccccc3o2)c1,-2,1,-5,-34,7,/,-25,1,24,6
CCN(c1ccccc1)S(=O)(=O)c1ccc(OC)c(NC(=O)CNC)c1,-1,1,-3,-6,1,i,-24,-2,9,5
Cc1cccc(NC(=O)CSc2nnc(-c3ccncc3)n2CC2CCCO2)c1 (stereo unspecified),1,1,-1,11,-4,i,-10,-1,17,-7

# This is a subset; count on the stated rates, not on these rows.
